# NPR1 activator – GC-A (human) enzyme activation; AID 1671463; HEK293 GC-A cells, cGMP TR-FRET, EC30 ANP; 0% at EC30 ANP, 100% saturating ANP; P16066; 370,000 compounds, 0.14% hits; activation, % at 10 µM; in the data active = activation above about 40%
# HGIII-sPLA2 inh – Inhibits HGIII-sPLA2 liposome hydrolysis, primary screen; inhibition, % at 12.2 µM; AID 743126; 370,000 compounds, 0.56% hits; QFRET BODIPY PC-A2 liposome hydrolysis, fluorescence;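 active = inhibition above mean plus 3 SD of compounds lying within the high and low control bounds, cut at about 19% in these data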;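 note: 0% = median of test compound wells and 100% = no enzyme DMSO wells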
# hgDAF12 agonist – agonists of H. glycines DAF-12 nuclear receptor. activation, % at 6.8 µM. 370,000 compounds, 1.8% hits. AID 687014. HEK293 GAL4-hgDAF12 UAS-luciferase reporter, agonist luminescence; normalized to butyrate control;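 active = activation above a cutoff set at the mean of all screened compounds plus 3 SD, cut at about 10% in these data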;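 note: 0% = DMSO wells and 100% = sodium butyrate wells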
# DAX1 inh-1 – inhibitors of human orphan nuclear receptor DAX1 (NR0B1). HEK293 Gal4-DAX1 luciferase reporter, luminescence. inhibition, % at 6.75 µM. 340,000 compounds, 0.99% hits. AID 504766;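 active = inhibition above the mean over all tested compounds plus 3 SD, cut at about 4.2% in these data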;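 note: 0% = DAX1-transfected cells with DMSO and 100% = empty-vector control cells with DMSO; inhibition shows as a rise in luminescence from relieved DAX1 repression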
# Target sequence (P51843 207-470 limits assumed): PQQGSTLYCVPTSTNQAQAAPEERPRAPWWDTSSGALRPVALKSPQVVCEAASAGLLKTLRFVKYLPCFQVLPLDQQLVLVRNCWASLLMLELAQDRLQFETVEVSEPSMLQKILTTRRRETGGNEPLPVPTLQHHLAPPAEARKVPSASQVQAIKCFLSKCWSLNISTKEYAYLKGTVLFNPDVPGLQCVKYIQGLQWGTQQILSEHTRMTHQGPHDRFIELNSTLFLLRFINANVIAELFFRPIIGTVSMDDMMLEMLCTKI
# GC-B act – GC-B (human) receptor activation; P20594; HEK293-GC-B cells, CNP EC30, cGMP TR-FRET; 0% at EC30 CNP, 100% saturating CNP; activation, % at 10 µM; 370,000 compounds, 0.11% hits; AID 1920062;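 active = activation at 10 µM reaching about 35% in either raw or pattern-adjusted values, limit read from the data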
# ADAM10 inh – inhibits human ADAM10 | recombinant ADAM10, EDANS/DABCYL FRET peptide cleavage, 3 h | inhibition, % at 7 µM | 370,000 compounds, 0.62% hits | O14672;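 active = inhibition above a per-campaign cutoff equal to the mean of compounds falling between control-based bounds plus 3 SD, cut at about 20% in these data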;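 note: 0% = DMSO wells while the 100% control is not disclosed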
# Target sequence (O14672 214-748 limits assumed): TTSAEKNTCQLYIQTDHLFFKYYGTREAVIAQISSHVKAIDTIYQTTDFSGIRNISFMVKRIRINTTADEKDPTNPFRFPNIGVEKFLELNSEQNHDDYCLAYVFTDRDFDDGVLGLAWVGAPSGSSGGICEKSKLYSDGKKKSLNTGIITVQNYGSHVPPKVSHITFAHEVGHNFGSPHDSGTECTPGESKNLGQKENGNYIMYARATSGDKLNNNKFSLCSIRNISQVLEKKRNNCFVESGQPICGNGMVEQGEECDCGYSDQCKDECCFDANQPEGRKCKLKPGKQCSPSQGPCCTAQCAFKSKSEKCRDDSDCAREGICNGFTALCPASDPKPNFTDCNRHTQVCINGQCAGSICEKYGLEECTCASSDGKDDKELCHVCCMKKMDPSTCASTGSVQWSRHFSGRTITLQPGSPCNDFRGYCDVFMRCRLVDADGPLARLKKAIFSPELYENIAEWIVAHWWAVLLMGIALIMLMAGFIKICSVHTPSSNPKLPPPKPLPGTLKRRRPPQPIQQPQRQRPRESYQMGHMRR
# DAX1 inh-2 – DAX1 (NR0B1) inhibition, primary screen. HEK293T StAR-luciferase reporter, SF-1/DAX-1 repression relief. AID 652010. inhibition, % at 6.8 µM. 370,000 compounds, 1.1% hits;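 active = inhibition above the mean over all tested compounds plus 3 SD, cut at about 3.6% in these data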;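 note: 0% = DAX-1 cells with DMSO and 100% = cells lacking DAX-1 with DMSO; higher inhibition means more luminescence from relief of DAX-1 repression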
# hcDAF-12 act – activates DAF-12 receptor from parasite H. contortus. HEK293 hcDAF-12 lit1-tk-luc reporter, luminescence; 0% DMSO, 100% Δ7-dafachronic acid. activation, % at 6.8 µM. 370,000 compounds, 1.4% hits. AID 652067;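 active = activation above the mean of all tested compounds plus 3 SD, cut at about 5.5% in these data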;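 note: 100% = response to 3 µM Δ7-dafachronic acid high control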
# SMARCA2 activ – activators of SMARCA2 function. MG213 cells, MMTV-luciferase reporter, dexamethasone, overnight. activation, % at 9.1 µM. 370,000 compounds, 1% hits. AID 652017; in the data active = activation above about 7.8%;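 note: 0% = vehicle wells and 100% = reference activator wells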
# GAA850 FXN act – activators of GAA850 frataxin (FXN) promoter; AID 540364; 360,000 compounds, 0.56% hits; activation, % at 6 µM; HEK293 lucGAA850 FXN promoter luciferase reporter, 24 h; percent of 10 µM SAHA response;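 active = activation above the average of all compounds screened plus 3 SD, cutoff fixed separately per campaign, cut at about 7.5% in these data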;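 note: 0% = DMSO wells and 100% = 10 µM SAHA wells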
# ssDAF-12 act – activators of S. stercoralis DAF-12 nuclear receptor | activation, % at 6.8 µM | HEK293 ssDAF-12/GRIP1 lit1-tk-luc reporter, luminescence; % of 3 µM dafachronic acid response | 370,000 compounds, 1% hits;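 active = activation above the mean over all tested compounds plus 3 SD, cut at about 0.9% in these data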;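 note: 0% = DMSO-only wells and 100% = 3 µM delta7-dafachronic acid wells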
# Numbers without * were called inactive; / = no result given.
SMILES,NPR1 activator,HGIII-sPLA2 inh,hgDAF12 agonist,DAX1 inh-1,GC-B act,ADAM10 inh,DAX1 inh-2,hcDAF-12 act,SMARCA2 activ,GAA850 FXN act,ssDAF-12 act
O=C(NCc1ccccn1)C1CC(c2ccc(F)cc2)=NO1 (centres undefined),6,2,-1.5,0.3,4,-13,-0.4,-0.5,-1,-0.6,-1.6
c1ccc(C2[C@H]3CN(Cc4cccnc4)[C@H](c4ccccc4)C34CC2(c2cccnc2)C4)cc1 (some centres undefined),-22,-2,-2.2,-0.1,-25,9,-0.4,-2.3,0,-0.2,-1.4
O=C(CN1CCN(c2ccc(F)cc2)CC1)Nc1nccs1,0,10,-1.4,-0.6,6,-2,-0.2,3.3,-2,0.2,-0.9
Cc1c(Cc2ccccc2)c(=O)oc2c(C)c(OCC(=O)Nc3ccc(C#N)cc3)ccc12,5,3,-1.7,0.1,-5,-34,0.2,-0.4,0,0.3,-0.6
CCOc1ccccc1C(=O)NC(C)c1ccc2c(c1)OCO2 (centres undefined),1,-7,-3.3,-0.6,6,-1,-0.4,-1.5,1,-2.3,-1.7
Cc1cc2oc(=O)cc(CN3CCN(c4ccccc4)CC3)c2cc1Cl,-2,4,1.2,/,-2,-11,0.6,0.2,0,/,-1.0
CSc1cccc(NC(=O)C2CCN(S(C)(=O)=O)CC2)c1,2,3,1.2,-0.2,2,0,0.7,-0.8,-2,-1.0,-0.8
CC(C)C(=O)Nc1ccc(COc2ccccc2CN(Cc2ccccc2)C(=O)OC(C)(C)C)cc1,-2,-19,-4.8,-2.3,0,8,-1.1,-0.5,-4,-3.6,-1.5
COc1ccc2oc(C(=O)OCC(=O)Nc3ccc(N4CCOCC4)cc3)c(C)c2c1,1,2,2.0,1.2,-1,-34,1.1,-1.1,-2,1.8,-0.9
CCN(Cc1cc(=O)n2ccsc2n1)c1cccc2ccccc12,2,4,-2.7,-1.0,-5,-49,-0.8,1.8,-1,2.0,-0.9
CN(C)CCCNc1nc2cc(-c3ccc4c(ccn4C)c3)sc2c(=O)n1C,0,-17,12*,/,-4,-336,2.1,3.1,8,3.4,-0.7
COc1ccc(N2CCN(CCNS(=O)(=O)c3ccc(C(C)(C)C)cc3)CC2)cc1,-5,-8,0.3,/,-10,4,0.0,-4.6,3,/,-0.7
CCN(C(=O)CN1C(=O)S/C(=C\c2ccc(F)cc2)C1=O)C1CCS(=O)(=O)C1 (centres undefined),2,-6,3.0,-0.3,-3,-8,0.5,1.8,0,-0.6,-1.4
CCc1ccc(-n2c(SCC(=O)Nc3cccc(S(=O)(=O)NC4=NCCCCC4)c3)nc3ccccc3c2=O)cc1,0,-10,-1.8,-0.4,2,10,-0.7,-2.4,1,-0.1,-1.7
O=C(NC1CCN(S(=O)(=O)c2ccc(F)cc2)CC1)c1ccccc1,2,-1,-0.4,-2.5,4,-1,-0.1,-1.0,-2,0.5,-1.8
Cc1ccc2c(c1)N(C)/C(=C/c1cccc[n+]1CCO)S2,-5,3,-3.0,-1.8,-10,3,-0.9,-2.5,-5,1.5,-1.9
COc1cc(CN2CCN(C(c3ccccc3)c3ccccc3)CC2)cc(OC)c1OC,-13,2,-1.7,-3.3,-3,-4,-0.7,-3.3,-4,-1.5,-2.1
Cc1ccc(NC(=O)C2(N(CC(C)C)C(=O)Cn3nnnc3N)CCCCC2)cc1,3,-14,2.2,-0.2,6,7,-0.3,-1.1,3,-1.5,-0.8
COC(=O)c1c(C(=O)OC)c(-c2ccc(OC)cc2)n2c1CS(=O)(=O)C2,-5,-2,-0.8,2.6,1,2,0.3,-1.9,0,2.9,-1.1
CCOC(=O)C1=C(C)N(CC(C)C)C(=O)C1,1,-4,-0.2,-0.1,9,-4,-0.1,-0.6,1,-0.1,-0.9
COc1ccc(/C=N/c2oc(C)c(C)c2C#N)c(OC)c1,4,3,1.7,0.0,4,-4,0.3,-0.3,-4,0.2,-0.2
CCN1CCN(c2cc(C)c3cc(NC(=S)N4CCN(c5ccccc5)CC4)ccc3n2)CC1,6,-2,0.4,0.2,-2,-347,-1.0,-2.4,9.1*,0.8,-1.6
CCn1c(O)c(C=Nc2ccccc2)oc1=S,3,1,1.8,0.7,9,6,0.6,1.2,3,1.6,-1.1
CCOc1cccc(OCCCOc2ccccc2)c1,-1,0,0.3,3.1,2,8,-0.1,-0.5,1,0.0,-1.4
CCc1cccc(NC(=O)COC(=O)/C=C/c2cccs2)c1,1,-13,0.3,-1.1,-1,10,1.8,-1.8,-2,-0.6,-1.1

# An excerpt from above, limited to DAX1 inh-1, HGIII-sPLA2 inh and SMARCA2 activ:
SMILES,DAX1 inh-1,HGIII-sPLA2 inh,SMARCA2 activ
COc1cc(CN2CCN(C(c3ccccc3)c3ccccc3)CC2)cc(OC)c1OC,-3.3,2,-4
CCc1ccc(-n2c(SCC(=O)Nc3cccc(S(=O)(=O)NC4=NCCCCC4)c3)nc3ccccc3c2=O)cc1,-0.4,-10,1
CCOC(=O)C1=C(C)N(CC(C)C)C(=O)C1,-0.1,-4,1

# Back to the main list; the 3 compounds before the break are reprinted first.
SMILES,NPR1 activator,HGIII-sPLA2 inh,hgDAF12 agonist,DAX1 inh-1,GC-B act,ADAM10 inh,DAX1 inh-2,hcDAF-12 act,SMARCA2 activ,GAA850 FXN act,ssDAF-12 act
CCn1c(O)c(C=Nc2ccccc2)oc1=S,3,1,1.8,0.7,9,6,0.6,1.2,3,1.6,-1.1
CCOc1cccc(OCCCOc2ccccc2)c1,-1,0,0.3,3.1,2,8,-0.1,-0.5,1,0.0,-1.4
CCc1cccc(NC(=O)COC(=O)/C=C/c2cccs2)c1,1,-13,0.3,-1.1,-1,10,1.8,-1.8,-2,-0.6,-1.1
O=C(O)c1cccc(Oc2ncnc3sc4c(c23)CCCC4)c1,1,-1,-1.2,-0.8,-2,-13,0.1,1.3,-2,0.3,0.2
Nc1cccc(S(=O)(=O)c2cccc(N)c2)c1,2,3,-0.8,1.7,7,-3,-0.2,-1.1,-3,-0.3,-0.8
COCCN(C(=O)CCCc1nc2ccccc2s1)c1c(N)n(CC(C)C)c(=O)[nH]c1=O,1,12,-0.6,-0.4,6,-48,-0.7,1.4,-1,0.9,-0.7
CC(C)(C)OC(=O)N1CC=C2C(C#N)=C(N)C(C#N)(C#N)C(c3cccs3)C2C1 (centres undefined),25,-12,1.6,-0.8,0,-60,-0.6,-0.9,0,-0.8,-0.8
Cc1ccc(S(=O)(=O)N(C)C)cc1N,2,7,0.3,0.5,6,-1,0.3,0.1,-4,1.6,-1.4
COc1ccc(CCNC(=O)COC(=O)c2cc(Cl)nc(Cl)c2)cc1,0,12,-0.1,1.4,-4,-20,-4.8,0.0,-3,0.0,-1.0
Cc1cc2c(cc1C)C(=O)C(=O)N2,-6,8,-1.2,0.9,0,-17,-0.1,0.0,-4,0.6,-1.6
CCc1ccccc1NC(=O)CN(C)Cc1c(O)ccc2ccccc12,-10,-23,2.6,0.8,-4,-39,-0.1,0.6,-3,0.2,0.1
O=C(/C=C/c1ccc(Cl)cc1Cl)NCc1ccncc1,3,-10,-0.3,-0.9,-8,-5,-0.8,-1.7,4,-2.1,-1.2
CCOC(=O)C1=C(CN2CCCCC2)NC(=O)NC1c1cc(C)ccc1C (centres undefined),-10,2,-1.1,0.2,-8,4,0.0,-0.9,-1,-0.7,-0.8
Cc1ccc(N2CCN(C(=S)Nc3ccc(Cl)cc3)CC2)cc1,0,2,0.4,0.6,5,0,0.2,1.7,-2,0.9,-1.2
CN(C)S(=O)(=O)c1cccc(NC(=S)NCCc2ccccn2)c1,10,-3,-2.5,1.1,4,-5,0.3,-0.6,1,1.6,-0.4
CC(NC(=O)CSc1ncn[nH]1)c1ccc(Cl)cc1Cl (centres undefined),-3,-23,-1.0,-0.1,0,2,0.3,-1.9,-2,-1.6,-1.2
Cc1ccc(NC(=O)c2cc(=O)c3ccccc3o2)cc1S(=O)(=O)N1CCCCC1,5,0,-2.0,-0.5,8,-6,-0.8,-1.4,-3,-2.8,-1.7
CC(C)c1ccc(NC(=O)Nc2nnc([C@@H]3C[C@H](O)[C@@H](CO)O3)s2)cc1,6,-15,4.2,/,0,-11,-0.7,-0.9,-4,1.2,-1.1
CCOC(=O)c1nnn(-c2nonc2-n2cccc2)c1CN1CCOCC1,2,-1,0.0,0.7,2,4,0.0,-0.8,-2,-0.5,-2.0

# Ordered by the number under ADAM10 inh (falling): 3 from the list above
canonical_smiles	ADAM10 inh
CCOC(=O)C1=C(CN2CCCCC2)NC(=O)NC1c1cc(C)ccc1C (centres undefined)	4
Cc1ccc(NC(=O)c2cc(=O)c3ccccc3o2)cc1S(=O)(=O)N1CCCCC1	-6
COc1ccc(CCNC(=O)COC(=O)c2cc(Cl)nc(Cl)c2)cc1	-20

# Compounds from the list above that contain a thiophene ring, fused or not, in the order listed:
SMILES,NPR1 activator,HGIII-sPLA2 inh,hgDAF12 agonist,DAX1 inh-1,GC-B act,ADAM10 inh,DAX1 inh-2,hcDAF-12 act,SMARCA2 activ,GAA850 FXN act,ssDAF-12 act
CN(C)CCCNc1nc2cc(-c3ccc4c(ccn4C)c3)sc2c(=O)n1C,0,-17,12*,/,-4,-336,2.1,3.1,8,3.4,-0.7
CCc1cccc(NC(=O)COC(=O)/C=C/c2cccs2)c1,1,-13,0.3,-1.1,-1,10,1.8,-1.8,-2,-0.6,-1.1
O=C(O)c1cccc(Oc2ncnc3sc4c(c23)CCCC4)c1,1,-1,-1.2,-0.8,-2,-13,0.1,1.3,-2,0.3,0.2
CC(C)(C)OC(=O)N1CC=C2C(C#N)=C(N)C(C#N)(C#N)C(c3cccs3)C2C1 (centres undefined),25,-12,1.6,-0.8,0,-60,-0.6,-0.9,0,-0.8,-0.8

# From PubChem
